Screening data: PubChem, National Center for Advancing Translational Sciences (NCATS)
S3 lipid droplet – qHTS Assay for Lipid Storage Modulators in Drosophila S3 Cells; Drosophila S3 cells, BODIPY lipid droplet fluorescence, 18-24 h; cells fed with added oleic acid; Potency in µM for hits, for the others lipid storage change, negative = inhibition, % at the top dose, mostly 46.1 µM; hit rate 0.64% among 320,000; AID 2685, 2010; active = well fitted inhibition curve with a large enough effect in the signal ratio, with a control signal flat, not every such curve was filed as active; inconclusive = small, poorly fitted or top-dose-only effect, or effect the other way, or a change in a side signal; the % refers to the signal ratio
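Drosophila S3 cells got compounds at several concentrations plus oleic acid (400 uM solution). Laser-scanning cytometry with 488 nm excitation read lipid droplets at 500-530 nm and cells at 575-640 nm. Percent activity was relative to 20 uM Triacsin C.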
S3 lipid droplet cell count max – recorded beside S3 lipid droplet, whose call it bears; cell number change, %; measured here: cell count max response;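 cells counted by Cell Tracker Red CMTPX staining in the red channel; peak over a dose series mostly up to 46.1 µM; percent activity relative to internal control wells on each plate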
Active calls of the source: *; i = inactive; ? = inconclusive; nt = not tested or not shown. % is set by controls: 0 for no effect and ±100 for the full control effect; potency is the fitted concentration of half-maximal effect. Only part of the results is shown, so the mix of outcomes need not match the whole.

S3 lipid droplet | S3 lipid droplet cell count max | smiles
5% | nt | CCN(CC(=O)NC(C)(C)C)C(=O)c1ccc2c(c1)S(=O)(=O)c1ccccc1C2=O
6% | -20 | COCc1cc(C)nc(SC)c1C#N
? | nt | Cc1cc(NC(=O)c2ccc([N+](=O)[O-])cc2)n(CCC#N)n1
17% | 3 | CC(C)[C@@H](CO)NC(=O)c1ccc2c3n(nc2c1)-c1ccccc1CO3
29% | nt | COc1ccc(S(=O)(=O)N2CCOC23CCN(C(=O)c2ccccc2OC)CC3)cc1
? | nt | COc1ccc2c3c(c(=O)oc2c1OCC(=O)O)CCCC3
-14% | 5 | CC(=O)N1CCN(c2nc(C)nc3sc4c(c23)CCC(C)C4)CC1 (stereo not given)
? | nt | O=C(CSc1n[nH]c(=O)n1C1CC1)c1c[nH]c2ccccc12
? | nt | COc1cc(/C=C2/SC(=Nc3ccc(O)cc3)NC2=O)ccc1O
-17% | 2 | CCOc1cc(/C=N/NC(=O)c2ccc(CN3CCOCC3)cc2)ccc1OC
? | nt | Cc1ccc(N=CC2=C(O)CC(c3cccc(Cl)c3)CC2=O)cc1 (stereo not given)
? | nt | Cc1noc(C)c1C(=O)Nc1ccc(C#N)cc1

Next section:
S3 lipid droplet | S3 lipid droplet cell count max | smiles
i | nt | CC(C)(CNC(=O)CC1C(=O)NCCN1Cc1cccc(F)c1)N1CCOCC1 (stereo not given)
6% | 5 | O=C(NCC1CCCO1)c1c(O)c2ccccc2[nH]c1=O (stereo not given)
? | nt | CN1CCN(CCCCOc2ccc(Br)cc2)CC1
2% | 3 | CC(NC(=O)CCCOc1ccc(Cl)cc1)c1ccccc1 (stereo not given)
i | -16 | CN(C)c1ccc(C(c2nnnn2CCOC(=O)Nc2ccc(Cl)cc2)N2CCOCC2)cc1 (stereo not given)
13µM* | -21* | CN(c1ccccc1)S(=O)(=O)c1ccc(C(=O)NCc2ccccc2F)cc1
-1% | -17 | ClCc1nnc(-c2cc3c(s2)CCCC3)o1
? | nt | O=C(CSc1ncn[nH]1)NCc1ccc(Cl)cc1
5% | 19 | C=CCOC(=O)C1C(=O)CC(C)(O)C(C(=O)OCC=C)C1c1ccc(N(C)C)cc1 (stereo not given)
? | nt | O=C(O)CCC(=O)NCc1ccc(C(=O)O)cc1
i | -18 | CC(C)OCCCNc1nc(-c2ccccc2)nc2ccccc12
? | nt | CCNc1nc(NCC)nc(N(CC)C(N)=S)n1

Later entries.
S3 lipid droplet | S3 lipid droplet cell count max | smiles
? | nt | O=S(=O)(/N=C(/c1ccccc1)N1CCOCC1)c1ccc(Br)cc1
10% | -10 | O=C1CCC(C(=O)OCc2nnc(-c3ccc(Br)cc3)o2)=NN1
7.3µM* | 1.6* | CCc1cc(=O)oc2c3c(cc(OCC(=O)NCc4cccnc4)c12)OC(C)(C)CC3
7% | 8 | COc1ccc(OCCSc2nc(N)cc(=O)[nH]2)cc1
? | nt | COC(=O)c1cc(Br)c(=O)n(CCc2ccc(F)cc2)c1
4% | 4 | CCOc1ccc(S(=O)(=O)NNC(=S)Nc2ccc(Br)cc2)cc1
? | nt | COc1ccc(NC(=O)C2Cc3ccccc3CN2C(=O)c2ccccc2)cn1 (stereo not given)
-8% | -5 | CCN(C(=O)COC(=O)c1ccc(F)c(S(=O)(=O)N2CCOCC2)c1)C1CCS(=O)(=O)C1 (stereo not given)
? | nt | Cc1ccc(Nc2nc(N)c([N+](=O)[O-])c(N3CCC(C)CC3)n2)cc1C
-15% | 4 | CNC(=O)C(NC(=O)CNC(=O)c1ccc(Cl)cc1)C(C)(C)C (stereo not given)
1% | 12 | CCCCN(CCCC)CCNC(=O)CSCc1ccc(C)cc1
? | nt | Cc1ccc2nc(-c3ccc(NC(=O)COC(=O)c4ccc([N+](=O)[O-])o4)cc3)sc2c1

An excerpt of these results, tab-delimited.
compound	S3 lipid droplet	S3 lipid droplet cell count max
COc1ccc(OCCSc2nc(N)cc(=O)[nH]2)cc1	7%	8
O=C1CCC(C(=O)OCc2nnc(-c3ccc(Br)cc3)o2)=NN1	10%	-10
CCOc1ccc(S(=O)(=O)NNC(=S)Nc2ccc(Br)cc2)cc1	4%	4

Following part.
S3 lipid droplet | S3 lipid droplet cell count max | smiles
? | nt | COC(=O)N/N=C(\C)c1ccccc1OC(F)F
8% | 10 | COc1ccc(C(=O)Nc2ccc(N3CCN(C)CC3)cc2)cc1
? | nt | O=S(=O)(c1ccc(Cl)c(Cl)c1)c1snnc1-c1ccccc1
? | nt | O=C(CCN1C(=O)/C(=C/c2ccc(F)cc2)SC1=S)NCCc1ccc(O)cc1
? | nt | CC(NC(=O)c1cccc(F)c1)C(c1cccs1)N1CCN(C)CC1 (stereo not given)
? | nt | Cc1ccc(N2C(=O)Nc3ccccc3S2(=O)=O)cc1Cl
? | nt | COCC(=O)N(Cc1cc2ccc(C)cc2[nH]c1=O)c1ccc(OC)cc1
? | nt | O=C(CSc1ccc([N+](=O)[O-])cn1)Nc1ccc2c(c1)OCO2
14% | -1 | COc1ccc(NC2CCCN(C(=O)CCCn3cncn3)C2)cc1 (stereo not given)
? | nt | CCCNC(=O)c1c(N)n(-c2cc(OC)cc(OC)c2)c2nc3ccccc3nc12
i | -21 | O=C(CCc1nnc2n(Cc3ccc(F)cc3)c(=O)c3ccccc3n12)NCCCN1CCOCC1
-24% | -7 | OC1CCN(c2cc(-c3ccccc3)nc3cc(-c4ccc(F)cc4)nn23)CC1

Remaining list, next part
S3 lipid droplet | S3 lipid droplet cell count max | smiles
1% | 18 | CCC(C)(C)NC(=O)Cc1ccccc1OC
-26% | -21 | COc1ccc(OC)c2[nH]c(=O)c(CCNS(=O)(=O)c3ccc(Cl)cc3)cc12
i | -4 | O=C(CSc1nnc(Cc2ccccc2)o1)NC1CCCCC1
12% | 21 | COc1ccc(CNc2nc3ccccc3n2C)c(O)c1
? | nt | COc1cc(OC)cc(C(=O)NC(C(=O)Nc2ccc(N3CCOCC3)cc2)C(C)C)c1 (stereo not given)
18% | 1 | Cc1cc(F)ccc1N1CCC(N2CCN(CCC(C)C)C(CCO)C2)CC1 (stereo not given)
0% | 15 | O=C(O)c1ccccc1NC(=S)NC(=O)c1sc2ccccc2c1Cl
? | nt | Cc1ccc(C(=O)N/C(=C\C=C\c2ccccc2)C(=O)NCc2ccco2)cc1
? | nt | CCn1nc(CC(=O)Nc2nnc(CC(=O)N3CCOCC3)s2)c2ccccc2c1=O
? | nt | O=C(c1cncc(Br)c1)N1CCc2ccccc2C1
-10% | 1 | CCC(C)(C)NC(=O)C(c1ccc(C)o1)N(C(=O)c1csnn1)c1cccc(F)c1 (stereo not given)
? | nt | Cc1nc2c(sc3nc4c(cc32)COC(C)(C)C4)c(=O)o1

Going on with the list:
S3 lipid droplet | S3 lipid droplet cell count max | smiles
? | nt | CCC1CCCCN1C(=O)CCc1nnc(Cc2c[nH]c3ccccc23)o1 (stereo not given)
? | nt | O=C(NCc1nc(-c2ccc(Cl)cc2)no1)c1ccco1
? | nt | O=C(COC(=O)CSc1ccc(Cl)cc1)NCCc1ccccc1
? | nt | Cc1cc(C)n(/N=C\c2c(O)ccc3ccccc23)c(=O)c1C(N)=O
? | nt | CCCCCCSc1ccc(-c2nc3ccc(C)cn3c2NCc2ccccc2)cc1
? | nt | COc1ccc(N(CC(=O)NCc2ccc3c(c2)OCO3)S(=O)(=O)c2c(C)nn(C)c2C)cc1
? | nt | CCCOc1ccc(C(=O)Nc2ccc(C)cc2[N+](=O)[O-])cc1
3% | -3 | COc1ccc(C(=O)OCC(=O)NC(=O)CCSc2ccccc2)cc1
18% | -8 | CCN(CC(=O)Nc1ccccc1C(=O)OC)S(=O)(=O)c1ccc(OC)cc1
-12% | 2 | CC(=O)C1=C(O)C(=O)N(c2ccc(O)cc2)C1c1ccccc1 (stereo not given)
-1% | -6 | O=C(NCCSc1ccccc1)c1ccco1
? | nt | Oc1ccccc1-c1nc(NCc2ccco2)c2ccccc2n1

Of the compounds above, three have a COOH group:
S3 lipid droplet | S3 lipid droplet cell count max | smiles
? | nt | COc1ccc2c3c(c(=O)oc2c1OCC(=O)O)CCCC3
? | nt | O=C(O)CCC(=O)NCc1ccc(C(=O)O)cc1
0% | 15 | O=C(O)c1ccccc1NC(=S)NC(=O)c1sc2ccccc2c1Cl

Rewritten with values under each structure: part of the list above
Results follow in this order: S3 lipid droplet | S3 lipid droplet cell count max
> CC(=O)C1=C(O)C(=O)N(c2ccc(O)cc2)C1c1ccccc1 (stereo not given)
→ -12% | 2
> O=C(NCCSc1ccccc1)c1ccco1
→ -1% | -6
> Oc1ccccc1-c1nc(NCc2ccco2)c2ccccc2n1
→ ? | nt

Going on with the list.
S3 lipid droplet | S3 lipid droplet cell count max | smiles
? | nt | COC(=O)/C(=C\Nc1ccc(Cl)c2ccccc12)c1ncc(C(F)(F)F)cc1Cl
? | 22 | Cc1nc2c(o1)CCc1ccccc1C2N1CCN(C)CC1 (stereo not given)
12% | 1 | COc1cc(OC)cc(C(=O)Nc2ccc(-n3cnnn3)c(C)c2)c1
4% | 13 | O=C(NC1CC1)C1=C[C@@H](c2ccccc2)C[C@@H](OCCCCO)O1
2% | 15 | Cn1c(SCC(=O)NNC(=O)Cc2ccccc2)nc2ccccc2c1=O
-7% | 10 | CC(C)CC(CC(C)C)=NNC(=O)c1ccc2c(c1)OCO2
? | nt | CCN(CC)S(=O)(=O)c1cccc(-c2nnc(SCC(=O)NC)n2CCc2ccccc2)c1
? | nt | COc1cc(C(=O)NCC(c2ccccc2)N(C)C)ccc1OCC(=O)N1CCOCC1 (stereo not given)
? | nt | OCCSc1nc(-c2ccccc2)nc2c1CCC2
0% | 24 | CCOC(=O)c1ccc(S(=O)(=O)N2CCN(C3CCCC3)CC2)cc1
? | nt | COc1ccccc1C(=O)N/N=C(\C)c1ccc(NC(=O)C2CC2)cc1
? | nt | Cc1ccccc1NCC(=O)Nc1cc(S(=O)(=O)N2CCCCC2)ccc1C

Additional structures
S3 lipid droplet | S3 lipid droplet cell count max | smiles
1% | 17 | O=C(O)CNc1ccc(S(=O)(=O)C(F)(F)F)cc1[N+](=O)[O-]
i | -44 | O=C(CN1CCC(n2nnc3cc(C(F)(F)F)ccc32)CC1)Nc1ccc2c(c1)CCC2
i | -7 | O=C(NCCN1CCN(C(=O)c2ccc([N+](=O)[O-])cc2)CC1)C(=O)NCc1ccccc1
? | nt | CCOC(=O)Cn1nnc2c(sc3nc4c(c(-c5ccccc5)c32)CCC4)c1=O
9% | 3 | CCN(CC)C(=O)/C=C/c1ccc(OC)c(S(=O)(=O)N2CCCCC2)c1
-23% | 13 | CCOc1ccc(CNc2cccc(SC)c2)cc1
? | nt | CC1=CCC2COC(c3ccc[n+](Cc4ccccc4)c3)C1C2 (stereo not given)
? | nt | CCCn1c(=O)c2c(C(F)(F)F)cc(-c3cccs3)nc2n(CCC)c1=O
-7% | -2 | CC(C)(C)NC(=O)C(=O)NNC(=O)c1ccc(C(C)(C)C)cc1
i | -2 | Cc1ccc(OCCn2cc(Br)c(=O)[nH]c2=O)cc1
2% | -15 | CCc1ccc(N2C(=O)CC(Cn3nc(C)cc3C)C2=O)cc1 (stereo not given)
1% | 9 | CCOc1ccc(-c2ncncc2-c2ccccc2OC)c(O)c1

Random excerpt: 3 entries already listed, in no set order.
S3 lipid droplet | S3 lipid droplet cell count max | smiles
9% | 3 | CCN(CC)C(=O)/C=C/c1ccc(OC)c(S(=O)(=O)N2CCCCC2)c1
? | nt | O=C(CSc1n[nH]c(=O)n1C1CC1)c1c[nH]c2ccccc12
? | nt | Cc1ccc(C(=O)N/C(=C\C=C\c2ccccc2)C(=O)NCc2ccco2)cc1
